KCNK3 inh – human KCNK3 channel inhibition, primary screen | O14649 | CHO-KCNK3 thallium flux, FluxOR fluorescence; active compounds read low | B-score at 10 µM | hit rate 0.84% among 340,000 | AID 602410;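 active means B-score under library mean minus 4 SD, starting fluorescence ratio at most library mean plus 5 SD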;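 further: more negative B-score means stronger inhibition of thallium flux through KCNK3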
ANO1 block – mouse TMEM16A channel inhibition, primary screen; Q8BHY3; HEK293 TMEM16A/YFP iodide influx fluorescence, ionomycin; normalized B-score (activity score, 25-100; higher = stronger inhibition) at 10 µM; hit rate 1.2% among 310,000; AID 588511;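 active means ratio plate-corrected score three or more library SD toward inhibition, starting fluorescence score within five deviations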;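 further: score derived from kinetic fluorescence span divided by baseline fluorescence per well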
RGS4 act – potentiators or activators of RGS4; HEK293 M3R/inducible RGS4, carbachol calcium flux Fluo4; active compounds read low; B-score at 10 µM; hit rate 0.92% among 310,000; AID 463111;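 active means B-score of the integrated calcium signal more than 4 SD below the library mean, with starting fluorescence not abnormally high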;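 further: negative B-score means reduced calcium response which marks RGS4 activation or potentiation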
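Also added: carbachol at ECmax as muscarinic agonist stimulus; Assay system: HEK293 cells with stable M3R and inducible RGS4; Timing: overnight RGS4 induction, 30 min dye load 37 °C, 20 min compound RT; Measured by: Fluo4-AM (2 µM) calcium-flux fluorescence, kinetic read.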
KCNQ1 act – potentiates or activates the human KCNQ1 potassium channel. B-score at 10 µM. P51787. hit rate 0.35% among 310,000. CHO-K1 KCNQ1, thallium flux FluxOR fluorescence; active compounds read high. AID 2648;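 active means fluorescence ratio B-score, a plate-corrected score, at least three library SD, with initial intensity B-score within 5 SD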
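assay system = CHO-K1 cells stably expressing KCNQ1 | medium = assay buffer, equal DMSO in all wells | timing = 37 °C overnight plating, 90-min dark dye load, 20-min compound pretreatment | measured by = kinetic FluxOR thallium fluorescence, 10-s 1-Hz baseline, 110-s post-stimulus read | measure = fluorescence change relative to baseline, converted to B score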
RGS4 inh – inhibitors of human RGS4. P49798. HEK293 M3R/RGS4 inducible, Fluo-4 calcium flux; active compounds read high; triggered by carbachol at its EC20. B-score at 10 µM. hit rate 0.45% among 310,000. AID 463165;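 active means B-score, a plate-corrected calcium signal, over three deviations above library mean, with baseline fluorescence within five deviations of library mean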;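 further: RGS4 expression induced by doxycycline in cells with stable M3 receptor; B-score is computed from the integrated fluorescence ratio over baseline after carbachol; higher B-score means a larger calcium signal and so more RGS4 inhibition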
Target sequence (P49798 whole entry, looked up): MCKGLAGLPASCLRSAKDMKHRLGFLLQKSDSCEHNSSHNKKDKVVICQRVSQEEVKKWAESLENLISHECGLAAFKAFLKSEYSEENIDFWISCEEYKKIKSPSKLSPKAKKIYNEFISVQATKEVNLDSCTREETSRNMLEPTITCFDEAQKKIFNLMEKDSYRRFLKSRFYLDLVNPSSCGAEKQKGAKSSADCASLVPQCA
HDAC3 inhib – inhibitors of human histone deacetylase 3 | inhibition, % at 8.3 µM | recombinant HDAC3, fluorogenic peptide/trypsin coupled, fluorescence | hit rate 0.15% among 320,000; in the data active means inhibition above about 26%, passing the limit was not always enough; inconclusive means no clear call, values can overlap the other calls
Target sequence (O15379 whole entry, looked up): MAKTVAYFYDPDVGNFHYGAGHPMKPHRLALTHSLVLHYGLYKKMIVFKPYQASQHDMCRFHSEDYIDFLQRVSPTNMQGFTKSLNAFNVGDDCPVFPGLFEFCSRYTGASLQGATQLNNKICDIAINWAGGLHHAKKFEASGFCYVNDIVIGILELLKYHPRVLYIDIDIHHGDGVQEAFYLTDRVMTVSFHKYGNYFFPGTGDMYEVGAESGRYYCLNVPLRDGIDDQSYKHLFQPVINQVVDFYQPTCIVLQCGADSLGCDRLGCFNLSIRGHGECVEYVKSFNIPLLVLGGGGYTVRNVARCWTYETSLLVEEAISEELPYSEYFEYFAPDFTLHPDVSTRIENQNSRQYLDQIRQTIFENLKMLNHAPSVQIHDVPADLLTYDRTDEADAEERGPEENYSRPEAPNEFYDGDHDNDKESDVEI
SKKanGAS inh – blocks kanamycin growth of S. pyogenes SKKanGAS strain | AID 1662 | inhibition, % at 7.5 µM | BacTiter-Glo, 6 h | hit rate 1.3% among 300,000;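 active means mean replicate score, as percent of positive control median, at least 50; inconclusive means mean below 50 but one replicate at or above 50; inactive means mean and every replicate below 50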;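 further: strain carries kanamycin resistance gene driven by streptokinase promoter and grows in 40 µg/ml kanamycin; loss of luminescence reflects streptokinase promoter inhibition or plain growth inhibition; 0% = median of DMSO wells and 100% = positive control at its reference dose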
ANO1 activ – mouse TMEM16A channel activation, primary screen. hit rate 0.3% among 340,000. AID 623877. HEK293 TMEM16A/YFP-H148Q/I152L, iodide quench fluorescence; active compounds read low. Q8BHY3. B-score at 10 µM;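 active means fluorescence-ratio B-score plate-corrected deviation score at least 3 library SD below zero, with starting fluorescence score within 5 deviations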;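 further: channel opened by trigger with iodide after compound preincubation; score built on the fluorescence ratio of max minus min over baseline; more negative score means more quench and so TMEM16A activation or potentiation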
KCNK9 inh – inhibitors of human KCNK9 two-pore domain potassium channel | B-score at 10 µM | HEK293 KCNK9, FluxOR thallium flux fluorescence; active compounds read low | hit rate 1.2% among 310,000;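 active means ratio B-score over 3 SD below the library mean, with starting fluorescence within 5 SD of its mean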;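 further: negative B-score means less thallium flux so channel inhibition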
Target sequence (Q9NPC2 whole entry, looked up, the tested form may be a part): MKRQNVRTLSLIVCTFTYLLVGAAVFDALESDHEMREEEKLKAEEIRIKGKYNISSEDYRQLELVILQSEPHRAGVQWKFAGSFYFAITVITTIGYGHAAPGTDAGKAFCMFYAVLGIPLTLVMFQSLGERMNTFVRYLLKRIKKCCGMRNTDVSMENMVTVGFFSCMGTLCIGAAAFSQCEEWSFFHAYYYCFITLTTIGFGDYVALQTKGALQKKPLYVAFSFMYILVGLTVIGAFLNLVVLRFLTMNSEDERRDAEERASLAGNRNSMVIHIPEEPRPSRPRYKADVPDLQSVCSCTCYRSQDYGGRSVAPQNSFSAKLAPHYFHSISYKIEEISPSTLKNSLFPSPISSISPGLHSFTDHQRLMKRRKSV
KCNQ1 block – blocks the human KCNQ1 potassium channel; P51787; B-score at 10 µM; CHO-K1 KCNQ1, FluxOR thallium flux fluorescence; active compounds read high; hit rate 1.3% among 310,000; AID 2642;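 active means compounds whose thallium flux B-score, printed positive for inhibition, exceeds three library SD while starting fluorescence stays within three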;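 further: channel opened by potassium depolarization with thallium stimulus after 20 min compound exposure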
hERG rescue – shields human hERG channel from block by proarrhythmic agents | hit rate 0.51% among 310,000 | AID 1511 | CHO-hERG, FluxOR thallium flux, dofetilide IC70 present | activation (rescue from dofetilide block), less the hit threshold, % at 10 µM;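 active means activation above the mean of controls blocked by dofetilide plus 5 SD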;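 further: thallium influx through hERG after potassium depolarization seen as dye fluorescence rise; in these data hits start at about 4.7%; inactives centre near -7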
Numbers without * were called inactive; i = inactive; ? = inconclusive.

SMILES | KCNK3 inh | ANO1 block | RGS4 act | KCNQ1 act | RGS4 inh | HDAC3 inhib | SKKanGAS inh | ANO1 activ | KCNK9 inh | KCNQ1 block | hERG rescue
CCN(CC)S(=O)(=O)c1ccc(Cl)c(NC(=O)COc2ccc(OC)cc2[N+](=O)[O-])c1 | i | i | i | i | i | -3.6 | -3.7 | i | i | i | 0.5
CCOc1ccc(S(=O)(=O)N2CCN(c3ccccc3F)CC2)c2cccnc12 | i | i | i | i | i | 3.6 | -2.9 | i | i | i | -4.5
Cc1ccc(Nc2nc(N)nc(CN3CCN(Cc4ccc5c(c4)OCO5)CC3)n2)c(C)c1 | i | i | i | i | i | 10.0 | 8.4 | i | i | i | -15.8
Cc1cc(NC(=O)CCN2CC(C)OC(C)C2)ccc1Br (stereo not given) | i | i | i | i | i | 0.1 | -4.0 | i | i | i | -0.1
CCC1CCCCN1C(=S)Nc1ccc(C(C)=O)cc1 (stereo not given) | i | i | i | i | i | 7.0 | -15.6 | i | i | i | -10.9
O=C(COC(=O)CCC(=O)c1cccs1)NCc1ccccc1 | i | i | i | i | i | -7.5 | -4.2 | i | i | i | -1.5
Cc1ccc(Nc2ccc(S(=O)(=O)N3CCOCC3)cc2[N+](=O)[O-])cc1C | i | i | i | i | i | 7.8 | -13.5 | i | i | i | -2.0
CCOCCCNC(=O)C(c1ccccc1)N(Cc1cccs1)C(=O)CNC(=O)c1ccccc1 (stereo not given) | i | i | i | i | i | 0.1 | -1.3 | i | i | i | -7.2
COc1ccc2c(c1)C(c1ccccc1)=NNC(c1ccco1)=N2 | i | i | i | i | i | ? | 6.6 | i | i | i | 0.1
O=C(CSc1nnc2sc3ccccc3n12)N1CCN(c2ccccc2)CC1 | i | i | i | i | i | 1.1 | -7.4 | i | i | i | -5.4
O=C(c1cccc(NS(=O)(=O)c2cccc(F)c2)c1)N1CCN(c2ccccc2)CC1 | i | i | i | i | i | 9.1 | 3.6 | i | i | i | -7.0
Cc1ccc(S(=O)(=O)N2CCCCC2)cc1NC(=O)c1ccccn1 | i | i | i | i | i | 1.1 | -1.7 | i | i | i | -7.0
Cc1cccc(OCCCCCN2CCOCC2)c1C | i | i | i | i | i | 6.9 | -5.6 | i | i | i | -6.4
CCN(CC)c1nc(C)c2c(c1C#N)CC(C)(C)OC2 | i | i | i | i | i | -6.5 | -0.6 | i | i | i | -8.7
C/C=C\C(=O)Nc1cccc(C2=NOC3(C2)C[C@@H](C(N)=O)N(C(=O)CCCCC)C3)c1 (stereo not given in full) | i | i | i | i | i | -3.0 | -0.4 | i | i | i | -6.0
Cc1[nH]c2ccc(C(=O)NCCCN3CCN(C)CC3)cc2c1C | i | i | i | i | i | -1.1 | -1.0 | i | i | i | -7.4
COc1ccc(NC(=O)CSc2nnc(Cc3cccs3)n2C)cc1 | i | i | i | i | i | -4.4 | -0.6 | i | i | i | -13.5
COc1ccccc1OCc1ccc(C(=O)N/N=C/c2ccco2)cc1 | i | i | i | i | i | -1.7 | -12.3 | i | i | i | -8.5
Cc1ccc(CN(C)CCc2ccccn2)cc1 | i | i | i | i | i | -4.7 | -0.8 | i | i | i | -13.2
O=C(O)CSC(NC(=O)c1cccnc1)(C(F)(F)F)C(F)(F)F | i | i | i | i | i | 17.1 | 0.7 | i | i | i | -7.8
O=C(NC(Cc1c[nH]c2ccccc12)C(=O)O)c1cccs1 (stereo not given) | i | i | i | i | i | -3.2 | -6.4 | i | i | i | -6.5
CCOc1ccc(-c2nnc(NC(=O)Cc3ccc(OC)cc3)o2)cc1 | i | i | i | i | i | 3.0 | 15.8 | i | i | i | -6.5
O=C(Cc1c(Cl)cccc1Cl)OCC(=O)N1CCN(C(=O)c2ccco2)CC1 | i | i | i | i | i | -15.3 | 11.2 | i | i | i | -3.7
O=C(Nc1ccc(Br)c(Cl)c1)c1ccco1 | i | i | i | i | i | 6.9 | -5.4 | i | i | i | -5.2
CSc1ccccc1Sc1cc(C(=O)O)c2ccccc2n1 | i | i | i | i | i | -2.9 | 16.6 | i | i | i | -2.6
COc1ccc(Nc2cc(=O)n(-c3ccccc3)c3c2c(=O)n(C)c(=O)n3C)cc1 | i | i | i | i | i | -2.8 | -11.3 | i | i | i | -7.1
CCOC(=O)c1c(C)[nH]c(C)c1S(=O)(=O)NC(CC)CN1CCOCC1 (stereo not given) | i | i | i | i | i | -9.6 | 0.6 | i | i | i | -4.0
Cc1cc(Cl)ccc1OCC(=O)NCCCCc1ccccc1 | i | i | i | i | i | -4.1 | -2.6 | i | i | i | -7.8
COc1ccc(C)cc1-n1c(SCC(=O)Nc2cccc(C(=O)O)c2)nc2ccccc2c1=O | i | i | i | i | i | 8.2 | 3.0 | i | i | i | -11.4
O=c1c2ccccc2n(Cc2ccc(Cl)cc2)c(=O)n1Cc1ccco1 | i | i | i | i | i | -5.4 | 12.9 | i | i | i | -11.3
CCCCCn1c(=O)[nH]c2cc(C(=O)Nc3ccc(OC)cc3)ccc2c1=O | i | i | i | i | i | -6.8 | 3.1 | i | i | i | -5.6
O=C(N/N=C/c1cccc([N+](=O)[O-])c1)c1cnccn1 | i | i | i | i | i | 8.3 | -3.0 | i | i | i | -3.1
O=C(Cn1c2ccccc2c(=O)c2ccccc21)N/N=C/c1cc([N+](=O)[O-])ccc1N1CCCCCC1 | i | i | i | i | i | -2.9 | -4.2 | i | i | i | -7.7
COc1ccc2c(c1)C(=NN)c1cc(OC)ccc1-2 | i | i | i | i | i | 3.6 | -8.7 | i | i | i | -4.5
O=C(NCc1ccccc1Cl)C(=O)c1cn(CC(=O)N2CCOCC2)c2ccccc12 | i | i | i | i | i | -5.2 | -1.9 | i | i | i | -5.5
Cc1ccc(/C(O)=C2\C(=O)C(=O)N(CCN(C)C)C2c2ccccc2F)cc1 (stereo not given) | i | i | i | i | i | 0.1 | -6.8 | i | i | i | -11.7
N#Cc1ccc(CSCC(=O)NN=C2CCCC2)cc1 | i | i | i | i | i | 6.0 | -3.1 | i | i | i | -4.4
CSCCC(=O)N1CCCC(CO)(CCCc2ccccc2)C1 (stereo not given) | i | i | i | i | i | 1.2 | -0.5 | i | i | i | 0.7
COc1ccc(Oc2c(C)oc3c(CN4CCOCC4)c(O)ccc3c2=O)cc1 | i | i | i | i | i | -12.1 | -13.3 | i | i | i | -3.8
Cc1cc(C)nc(NS(=O)(=O)c2ccc(NC(=S)NC(=O)c3ccco3)cc2)n1 | i | i | i | i | i | ? | -0.3 | i | i | i | -13.2
O=C(Nc1ccc(F)cc1F)N1CCCCC1c1cccnc1 (stereo not given) | i | i | i | i | i | -9.4 | 2.7 | i | i | i | -4.6
CCOc1ccc(NC(=O)CCSc2nc3c(c(CC)c2C#N)C(=O)CC(C)(C)C3)cc1 | i | i | i | i | i | 0.3 | 7.3 | i | i | i | -9.9
O=C(Nc1ccc(N2CCN(C(=O)c3ccco3)CC2)c(Cl)c1)c1cccs1 | i | i | i | i | i | -1.0 | 1.7 | i | i | i | -6.4
Cc1cc(OC(=O)c2cccc([N+](=O)[O-])c2)c(C)cc1CN1CCOCC1 | i | i | i | i | i | -0.5 | 1.9 | i | i | i | -3.4
CCc1c(O)nc(SCC(=O)N(CC)CC)[nH]c1=O | i | i | i | i | i | 3.2 | 3.9 | i | i | i | -2.9
CCOc1ccc(C(=O)OCn2nnc3ccccc3c2=O)cc1OC | i | i | i | i | i | ? | 3.7 | i | i | i | -3.5
c1ccc(CCNc2nc3ccccc3s2)cc1 | i | i | i | i | i | 0.4 | 17.1 | i | i | i | -8.7
COc1ccc2oc(=N)c(-c3nnc4n3CCCCC4)cc2c1 | i | i | i | i | i | -7.5 | -1.6 | i | i | i | -14.9
COc1cc(OC)c2c(N)c(C#N)c(C(F)(F)C(F)(F)F)nc2c1 | i | i | i | i | i | -1.4 | 0.3 | i | i | i | -10.8
C[C@H](NC(=O)[C@@H]1Cc2ccccc2CN1)C(=O)Nc1ccc2c(c1)OCCO2 | i | i | i | i | i | -0.2 | 1.2 | i | i | i | -8.1

(cont.)
SMILES | KCNK3 inh | ANO1 block | RGS4 act | KCNQ1 act | RGS4 inh | HDAC3 inhib | SKKanGAS inh | ANO1 activ | KCNK9 inh | KCNQ1 block | hERG rescue
Cc1c(C(=O)N2CCCC2)oc2c1-c1nn(CC(=O)NCCCN3CCCCC3)cc1CC2 | i | i | i | i | i | 2.1 | -3.2 | i | i | i | -8.4
CC(C)C(c1nnnn1C1CCCC1)N1CCOCC1 (stereo not given) | i | i | i | i | i | -1.6 | -0.6 | i | i | i | -6.3
Cc1nc2c(cc1C(=O)N/N=C/c1ccc([N+](=O)[O-])cc1)c(=O)n(C)c(=O)n2C | i | i | i | i | i | 3.9 | 21.1 | i | i | i | 0.1
Cc1cc(C)n(-c2c(C)[nH]c3ccccc23)n1 | i | i | i | i | i | -13.9 | -3.8 | i | i | i | -3.8
CN(C)CCN(Cc1ccco1)S(=O)(=O)c1ccc(-c2ccc(=O)[nH]n2)s1 | i | i | i | i | i | -1.6 | -0.8 | i | i | i | -6.5
CCOCCCNC(=O)c1[nH]c(C)c(C(C)=O)c1C | i | i | i | i | i | 0.6 | 0.1 | i | i | i | -4.4
CC(C)[C@H](NC(=O)c1ccccc1F)C(=O)Nc1nc2c(s1)CCCC2 | i | i | i | i | i | 6.8 | 2.0 | i | i | i | -8.9
N#Cc1c(N)nc2c(c1-c1ccncc1)CCCCCC2 | i | i | i | i | i | -5.6 | -5.4 | i | i | i | -5.9
COc1ccc(-c2c(C)n([O-])c3c([n+]2=O)CCC3)cc1OC | i | i | i | i | i | 4.8 | -2.4 | i | i | i | -6.2
COc1ccc(S(=O)(=O)N2CCC(C(=O)NC3CC3)CC2)cc1C | i | i | i | i | i | 2.5 | 2.6 | i | i | i | -6.0
CCOc1ccc(CCNC(=O)c2nnc(CS(=O)(=O)c3ccccc3)o2)cc1OCC | i | i | i | i | i | -2.1 | 16.0 | i | i | i | -4.2
Cc1ccc(-c2nc(N)s[n+]2-c2ccccc2)cc1 | i | i | -9.85* | i | i | 62.4* | -7.2 | i | i | i | 10.4*
CCOc1ccc(NC(=O)C(=O)N/N=C\c2ccc(CNS(=O)(=O)c3ccccc3)o2)cc1 | i | i | i | i | i | 4.6 | 0.4 | i | i | i | -5.6
CC(NC(=O)/C=C/c1ccco1)c1nc2ccccc2n1Cc1cccc(Cl)c1 (stereo not given) | i | i | i | i | i | 2.2 | -2.7 | i | i | i | -10.6
